HTR5A ag – counter-screen for OPRM1-OPRD1 agonists: human HTR5A agonism. P47898. HTR5A agonist assay, luminescence, cell-based. activation, % at 9.3 µM. 340,000 compounds, 0.61% hits. AID 504692; in the data active = activation mostly above about 9.5%, no sharp cut-off; inactive = mostly below about 7.6%;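 also: 0% = cells with vehicle only and 100% = reference agonist; strong numbers were not always called active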
Target sequence (P47898 whole entry, looked up): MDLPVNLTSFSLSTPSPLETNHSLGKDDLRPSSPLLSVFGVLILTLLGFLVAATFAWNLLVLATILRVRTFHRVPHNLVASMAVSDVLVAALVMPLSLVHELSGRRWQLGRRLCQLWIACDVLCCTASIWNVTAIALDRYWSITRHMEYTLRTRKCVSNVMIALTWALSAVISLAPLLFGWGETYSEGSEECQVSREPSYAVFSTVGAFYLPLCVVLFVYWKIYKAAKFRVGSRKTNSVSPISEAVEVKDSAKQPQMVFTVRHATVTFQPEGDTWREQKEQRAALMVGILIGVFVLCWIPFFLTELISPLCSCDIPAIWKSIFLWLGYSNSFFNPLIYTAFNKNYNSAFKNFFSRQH
Wnt act – activates Wnt/beta-catenin signaling in a reporter cell assay. activation, % at 9.35 µM. 300,000 compounds, 1.2% hits. activator, plate reader. AID 743398; in the data active = activation above about 30%, passing the limit was not always enough;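 also: 0% = neutral control wells and 100% = positive control wells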
CDK5 p35 inh – blocks human CDK5/p35 kinase activity | Q00535+Q15078 | Recombinant CDK5/p35, ADP-Glo luminescence, 60 min | inhibition, % at 10 µM | 330,000 compounds, 0.01% hits | AID 488839;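 active = highest replicate inhibition of at least 50% and at least 75% of replicates reaching 50%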;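 also: plate controls were DMSO neutral control for no effect and GW8510 at 10 µM for full effect; many of its hits are not listed in these tables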
PvdQ inh – P. aeruginosa PvdQ acylase inhibition; purified PvdQ acylase, fluorescence plate reader; 340,000 compounds, 0.063% hits; AID 488965; inhibition, % at 10 µM; in the data active = inhibition above about 30%, passing the limit was not always enough;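 also: 0% = vehicle neutral wells and 100% = reference inhibitor wells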
RTF Ca sens act – cardiac RTF calcium sensitization | IANBD-labeled TnC RTF fluorescence at EC20 calcium; 0% EC20 calcium, 100% full calcium | 340,000 compounds, 0.24% hits | P19429+P45379 | activation, % at 7.2 µM | AID 493008;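 active = activation above the mean over all tested compounds plus 3 SD, cut at about 30% in these data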;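 also: rise in fluorescence read as greater calcium sensitivity of cardiac thin filaments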
SR-BI uptake up – SR-BI HDL lipid transfer activation | CHO ldlA[mSR-BI] cells, DiI-HDL uptake fluorescence, 3 h; 100 = double the neutral-control signal | activation, % at 12.5 µM | 320,000 compounds, 0.096% hits;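 active = mean replicate activation of at least 60% and every replicate at or above 60%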;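 also: 0% = median plate neutral-control signal and 100% = twice that signal; values of inactives mirror those of a sister screen read the other way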
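System: LDL receptor-deficient CHO ldlA cells overexpressing murine SR-BI | Timing: 3 h uptake period with compound, 37 °C | Medium: HEPES-buffered (25 mM, pH 7.4) F12 plus 0.5% BSA | Dosing: Single-point compound dose | Signal: Bottom-read fluorescence, 550/595 nm | Read-out: Retained DiI signal reflecting DiI-HDL uptake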
MITF act – activators of MITF-driven TRPM1 promoter activity in SK-MEL-5 cells. SK-MEL-5 TRPM1-promoter luciferase, 24 h; % of positive control, neutral wells = 0. activation, % at 12.5 µM. 300,000 compounds, 0.75% hits;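 active = mean activation of at least 80% with every replicate also reaching 80%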;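 also: 0% = neutral control wells and 100% = parthenolide positive control wells; values of inactives mirror those of a sister screen read the other way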
dFosB act – mouse delta FosB homodimer activation; P13346; purified delta FosB, TAMRA-CDK5 oligo fluorescence polarization; percent of positive-control signal above neutral wells; activation, % at 25 µM; 340,000 compounds, 0.99% hits;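 active = mean activation above about 17%, with every replicate also reaching it, limit read from the data, passing the limit was not always enough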;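 also: fluorescence polarization rise as delta FosB binds a TAMRA Cdk5 AP-1 oligo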
Rtt109 Vps75 – inhibitors of Candida albicans Rtt109/Vps75 histone acetyltransferase; 330,000 compounds, 0.16% hits; Q5AAJ8; inhibition, % at 34.9 µM; purified Rtt109/Vps75, ThioGlo CoA-SH fluorescence, 4 h;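 active = inhibition of at least 50% in every replicate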
SR-BI HDL uptake – inhibitors of mouse SR-BI mediated HDL lipid uptake; ldlA[mSR-BI] CHO cells, DiI-HDL uptake fluorescence, 3 h; inhibition, % at 12.5 µM; 320,000 compounds, 0.96% hits;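 active = mean replicate inhibition of at least 70% and a set share of replicates each scoring 70 or more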;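 also: 0% = median of neutral control wells and 100% = median of positive control wells; values of inactives mirror those of a sister screen read the other way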
Target sequence (Q61009 whole entry, looked up): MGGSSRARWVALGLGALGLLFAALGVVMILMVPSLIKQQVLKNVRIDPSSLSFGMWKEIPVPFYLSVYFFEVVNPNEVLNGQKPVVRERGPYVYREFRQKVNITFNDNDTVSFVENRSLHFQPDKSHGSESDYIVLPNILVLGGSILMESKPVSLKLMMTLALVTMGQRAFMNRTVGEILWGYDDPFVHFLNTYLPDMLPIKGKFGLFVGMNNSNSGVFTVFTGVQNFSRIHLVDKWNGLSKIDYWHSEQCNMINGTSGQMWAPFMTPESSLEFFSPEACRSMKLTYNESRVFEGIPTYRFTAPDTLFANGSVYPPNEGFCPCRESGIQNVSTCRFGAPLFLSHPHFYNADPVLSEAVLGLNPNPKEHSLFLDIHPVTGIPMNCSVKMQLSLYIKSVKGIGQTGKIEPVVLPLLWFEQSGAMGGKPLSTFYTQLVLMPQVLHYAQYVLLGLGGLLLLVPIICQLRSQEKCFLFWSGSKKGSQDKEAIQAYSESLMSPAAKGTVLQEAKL
* marks the source's active call; other numbers are inactive results; · = no result given; & = joins results of further samples.

SMILES | HTR5A ag | Wnt act | CDK5 p35 inh | PvdQ inh | RTF Ca sens act | SR-BI uptake up | MITF act | dFosB act | Rtt109 Vps75 | SR-BI HDL uptake
CCN(CC)c1ccc(CNc2nc3ccccc3n2CCN2CCOCC2)cc1 | · | -1.7 | -2.1 | -2.4 | -0.8 | 4.8 | 5.2 | -16.4 | -5.2 | -4.8
CC1CC(C)CN(S(=O)(=O)c2cccc(C(=O)N3CCN(c4ccc(F)cc4)CC3)c2)C1 (stereo unspecified) | 3.1 | -5.6 | -0.3 | -16.8 | 3.2 | -6.3 | -20.8 | -20.2 | -6.1 | 6.3
Cn1c(O)c(N=NC(=O)c2ccccc2O)c2ccccc21 | -1.9 | 14.7 | 2.1 | 8.6 | -0.5 | -9.6 | 19.5 | 6.2 | 2.4 | 9.6
Cc1cc(N2CCN(C)CC2)nc(=S)[nH]1 | -1.9 | · | 0.4 | -10.3 | 6.0 | 18.9 | -1.8 | -5.0 | -19.2 | -18.9
O=C(CCN1C(=O)/C(=C/c2cccs2)SC1=S)N1CCCCC1 | 6.9 | 0.8 | 3.4 | -16.5 | -4.0 | 5.7 | -6.5 | -2.1 | -5.5 | -5.7
COc1cc([N+](=O)[O-])ccc1NC(=O)NNC(=O)c1sccc1C | -1.8 | -1.4 | -0.5 | 5.3 | 1.4 | 11.3 | 13.2 | -10.1 | 4.2 | -11.3
S=c1[nH]nc(-c2ccccc2)n1/N=C/c1ccc(Cl)cc1 | -1.7 | 1.3 | 3.8 | -15.9 | -7.6 | · | 0.7 | -3.6 | -1.0 | ·
O=C1CC(c2ccccc2)CC(O)=C1C=Nc1ccccc1O (stereo unspecified) | 1.3 | 4.6 | 0.9 | -10.9 | -1.9 | -7.5 | -7.9 | 2.0 | · | 7.5
Cc1cc2nc(-c3ccc(SCC(=O)Nc4ccc(S(=O)(=O)NC5CC5)cc4)nc3)[nH]c2cc1C | 6.2 | 11.8 | -4.9 | -6.3 | -3.9 | -43.9 | 54.9 | 14.5 | -9.7 | 43.9
CC1CN(C(=O)COc2ncnc3ccccc23)CC(C)O1 (stereo unspecified) | -4.3 | -2.9 | 0.4 | 1.2 | -0.8 | 24.6 | 3.6 | 0.2 | -1.6 | -24.6
O=C1NC(=O)C(=Cc2ccccc2)N1 | 2.6 | -6.8 | 2.9 | -26.6 | 4.8 | 11.1 | -2.9 | 1.4 | -3.3 | -11.1
O=S1(=O)N=C(N/N=C/c2cccs2)c2ccccc21 | -0.6 | 12.5 | 1.5 | -11.7 | 1.7 | 23.0 | -6.8 | -0.4 | 0.6 | -23.0
Cc1cccc(N2CCN(C(=O)c3ccc4c(c3)c(C)c(C)n4C)CC2C)c1 (stereo unspecified) | -0.1 | -2.5 | 0.0 | -10.4 | 13.2 | -21.9 | 5.4 | -24.5 | 3.3 | 21.9
COC(=O)c1c(NC(=O)CSc2nc3ccccc3c(=O)n2Cc2ccco2)sc(C)c1C | -3.5 | -0.9 | 1.0 | -10.4 | -1.3 | 23.7 | -11.9 | -0.8 | 1.1 | -23.7
Cc1ccccc1OCC(=O)NCCN1CCCC1 | 2.5 | -1.4 | 1.1 | -12.0 | -1.7 | -5.7 | 1.7 | 1.9 | 6.9 | 5.7
COc1cccc(C(=O)N2CCN(C(=O)COc3ccc4ccccc4c3)CC2)c1 | 2.8 | -0.3 | 1.0 | -7.0 | -4.6 | · | -0.3 | -2.7 | 6.6 | ·
Clc1nc2sccn2c1/C=N/n1cnc2ccccc21 | -1.3 | 8.4 | 1.1 | -6.0 | 2.1 | -12.7 | 15.6 | -20.9 | 4.0 | 12.7
CCN1CCN(C(=O)c2cnn3c(C(F)F)cc(-c4ccc(C)cc4)nc23)CC1 | -0.5 | · | -0.5 | -6.5 | 1.3 | -28.1 | · | -10.9 | -12.9 | 28.1
Cc1ccc(S(=O)(=O)N2CCC(=O)N2)cc1 | -2.1 | -0.2 | -0.6 | -8.8 | 4.1 | 47.7 | · | -4.9 | -1.2 | -47.7
O=C(Cn1cnnn1)Nc1cccc([N+](=O)[O-])c1 | -0.4 | -0.1 | -0.3 | 8.2 | 2.1 | 24.8 | 0.3 | 5.4 | -0.3 | -24.8
COc1cc(-c2cc(C(=O)Nc3ccc(C)c(S(=O)(=O)N4CCOCC4)c3)c3ccccc3n2)cc(OC)c1OC | 3.1 | -4.1 | 0.6 | -11.3 | 0.2 | -37.4 | -0.3 | 33.4* | -5.6 | 37.4
CN(C(=O)CC(=O)Nc1ccc(Cl)c(Cl)c1)c1ccccc1 | -0.2 | -1.9 | -8.4 | -3.2 | 5.1 | 7.3 | -7.3 | -5.7 | -7.3 | -7.3
O=C(c1ccccc1)c1c[nH]cc1-c1ccccc1 | -1.9 | 1.4 | 0.2 | -3.4 | 0.8 | -4.2 | · | -3.6 | 7.6 | 4.2
Clc1ccc(CO/N=C/c2c(-c3ccccc3)nc3n2CCS3)c(Cl)c1 | 0.3 | · | 0.5 | -6.6 | -3.6 | -36.7 | · | -12.1 | · | 36.8
CC1CC1C(=O)OCC(=O)Nc1ccc(Cl)cn1 (stereo unspecified) | -0.8 | -3.6 | 0.5 | -2.5 | -3.0 | 20.1 | 17.9 | -8.9 | -2.5 | -20.1

Complete entries from above:
Clc1ccc(CO/N=C/c2c(-c3ccccc3)nc3n2CCS3)c(Cl)c1 is listed with HTR5A ag: 0.3; Wnt act: ·; CDK5 p35 inh: 0.5; PvdQ inh: -6.6; RTF Ca sens act: -3.6; SR-BI uptake up: -36.7; MITF act: ·; dFosB act: -12.1; Rtt109 Vps75: ·; SR-BI HDL uptake: 36.8
O=C1NC(=O)C(=Cc2ccccc2)N1 is listed with HTR5A ag: 2.6; Wnt act: -6.8; CDK5 p35 inh: 2.9; PvdQ inh: -26.6; RTF Ca sens act: 4.8; SR-BI uptake up: 11.1; MITF act: -2.9; dFosB act: 1.4; Rtt109 Vps75: -3.3; SR-BI HDL uptake: -11.1

(cont.)
SMILES | HTR5A ag | Wnt act | CDK5 p35 inh | PvdQ inh | RTF Ca sens act | SR-BI uptake up | MITF act | dFosB act | Rtt109 Vps75 | SR-BI HDL uptake
Cn1c(=O)[nH]c2c(c1=O)CCO2 | -1.2 | -2.1 | -0.5 | 2.9 | -0.6 | 21.1 | 6.1 | -7.8 | 3.7 | -21.1
COCC(C)n1c(-c2ccc3c(c2)NC(=O)CO3)csc1=Nc1ccc(OC(F)F)cc1 (stereo unspecified) | 2.2&-2.0 | 1.2 | -2.7&-0.2 | -15.4&0.1 | -1.0&-0.7 | -55.0&-50.4 | -37.7 | 7.5&-15.0 | 1.4&5.7 | 55.0&50.4
N#Cc1ccc(C(=O)Nc2ccn(-c3ccccc3)n2)cc1 | -2.8 | -1.8 | 1.6 | -9.5 | 6.1 | -30.0 | 9.7 | -6.2 | -1.8 | 30.0
CCc1ccc[n+](-c2[nH]c(=O)sc2/C=N/N=C(\[O-])c2ccncc2)c1 | -0.8 | -0.9 | 0.7 | -8.8 | 3.6 | 9.7 | -6.7 | -0.7 | -1.0 | -9.7
CCN(CC)S(=O)(=O)c1ccc(NCc2ccccc2)nc1 | -3.0 | · | -0.3 | -6.4 | -0.1 | -6.2 | -0.2 | -5.0 | -4.5 | 6.2
O=C(NCCN1CCOCC1)c1cc(-c2ccc(F)cc2)on1 | 4.7 | · | -0.1 | 2.7 | -2.0 | 11.6 | -26.2 | 9.7 | -12.0 | -11.6
CCCn1nnnc1-c1cc(Cl)cc(Cl)c1 | 1.1 | 0.3 | -1.1 | 0.1 | -1.0 | 3.4 | -6.2 | -4.5 | -10.0 | -3.4
CC1CCN(c2ccc3nnc(CCC(=O)N4CCN(c5ccccc5F)CC4)n3n2)CC1 | -3.3 | -1.8 | -2.0 | -19.5 | 0.0 | 19.9 | -14.1 | -12.7 | 20.0 | -19.9
O=C(COC(=O)c1ccc(Cl)nc1)c1ccc2c(c1)OCCO2 | -3.4 | 18.9 | 2.0 | -8.5 | 5.3 | 10.6 | 62.4 | -8.8 | 2.9 | -10.6
CC(C)Cc1nnc(NC(=O)CN2C(=O)NC3(CCCC3)C2=O)s1 | -3.3 | 14.3 | 0.3 | -2.3 | -1.4 | 20.0 | -8.5 | -8.2 | 6.7 | -20.0
N#C/C(=C(\O)Cc1ccccc1)c1nc2ccccc2[nH]1 | 0.4 | -1.0 | -5.5 | -8.9 | -5.3 | 21.7 | · | 4.8 | -0.9 | -21.7
CCCCNC(=O)OCCNC(=O)NC | 1.1 | · | -3.5 | -10.4 | 2.9 | 4.9 | -5.8 | 0.2 | -13.5 | -4.9
Cc1cccc(C(=O)OCC(=O)NCCN2C(=O)CSC2=O)c1[N+](=O)[O-] | 0.9 | -2.1 | -4.0 | -11.1 | -1.2 | 10.1 | · | -4.7 | -3.7 | -10.1
O=C(Nc1cccc(Cl)c1)c1ccc(F)c(S(=O)(=O)NCc2cccs2)c1 | 4.4 | -1.6 | 0.7 | -17.2 | 1.9 | -33.5 | -24.0 | -11.5 | 2.9 | 33.5
Cc1cc(Cl)c2oc(C(=O)N(C)Cc3nccn3C)c(C)c2c1 | -2.0 | 0.0 | 0.2 | -7.9 | -2.5 | -24.2 | 12.1 | -5.5 | 0.2 | 24.2
COCCn1nnnc1C(c1ccc(OC)c(OC)c1)N1CCN(C(=O)c2ccco2)CC1 (stereo unspecified) | 0.1 | -2.4 | 1.1 | 3.0 | -5.5 | · | -1.7 | -1.9 | 10.9 | ·
Cc1ccc(C)c(N2CCN(S(=O)(=O)c3c(C)[nH]c(C)c3C(=O)N3CCCC3)CC2)c1 | 0.8 | -0.6 | 1.4 | -6.9 | -2.5 | 11.7 | -2.7 | -9.3 | 3.4 | -11.7
O=C(CCCCn1c(=O)c2ccccc2n(CC(=O)NC2CCCC2)c1=O)NCc1ccco1 | 6.8 | · | -4.0 | -24.8 | -1.0 | -6.6 | 3.6 | -4.4 | -8.9 | 6.6
COc1ccccc1NS(=O)(=O)c1cccc(C(=O)N/N=C(\C)c2ccc(-n3ccnc3)cc2)c1 | 3.6 | -2.4 | -1.8 | -10.5 | -1.9 | -69.8 | 7.8 | -7.1 | 7.3 | 69.8
CCN(CC(=O)Nc1c(F)cccc1F)C(=O)c1ccc(C2SCCS2)cc1 | 4.0 | -0.8 | 0.0 | -2.6 | 9.1 | -6.4 | -6.8 | -9.3 | -1.7 | 6.4
CCCSc1nsc(SCCC)c1C(N)=O | 7.7 | · | -0.2 | -18.7 | 1.5 | 12.0 | 10.8 | 0.6 | -2.3 | -12.0
CSc1nc(-c2ccc(Cl)cc2)nn1C(=O)c1ccco1 | 8.8 | · | -0.2 | 0.7 | 1.5 | 21.9 | 22.2 | 1.6 | -0.7 | -21.9
O=C(Nc1cccc(C(F)(F)F)c1)c1cncs1 | 1.4 | 0.8 | 1.8 | -4.8 | 0.7 | 4.5 | -15.8 | -8.7 | -4.2 | -4.5
COc1ccc(CNC(=O)COC(=O)[C@H](Cc2c[nH]c3ccccc23)NC(=O)c2cccs2)cc1 | 1.6 | -0.5 | -0.2 | -9.2 | -3.6 | 0.6 | -13.9 | -4.5 | -0.1 | -0.6
C=CCN1C(=O)C(CC(=O)O)SC1=Nc1ccc(C)cc1 (stereo unspecified) | 3.8 | -2.8 | -2.8 | -11.5 | 0.1 | -10.8 | -3.2 | -7.3 | -1.6 | 10.8

Screens (PubChem BioAssay)
